# MrgX1 agonist: agonists of human MrgX1 receptor. AID 588627. MrgX1-HEK293 cells, Fluo-4 calcium fluorescence, agonist mode; active compounds read high. 310,000 compounds, 0.44% hits. B-score at 10 µM. Q96LB2;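 active = calcium response B-score plate-corrected fluorescence ratio at least 3 library SD, with starting fluorescence B-score inside 5 SD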
#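 Test system: HEK293 cells stably expressing human MrgX1 receptor; Input: fifteen thousand cells per well; Dosing: compound delivered in addition one of three; Schedule: overnight seeding, then 1 h dark dye loading; Technique: Fluo-4 NW calcium fluorescence; Measure: B-scored fluorescence response ratio; Controls: positive and negative controls per plate.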
# MrgX1 PAM: allosterically activates human MrgX1 receptor signaling | Q96LB2 | MrgX1-HEK293, Fluo-4 calcium flux, FDSS; active compounds read high | B-score at 10 µM | 310,000 compounds, 0.63% hits | AID 588675;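 active = plate-corrected calcium response at least 3 library SD above typical, normal starting fluorescence, not activating the receptor alone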;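 note: compound read alongside a low EC10 to EC30 dose of BAM8-22 agonist; peak minus trough fluorescence over baseline measured at the second addition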
# HIF activator: HIF pathway transcriptional activation; U2OS HRE-luciferase reporter, luminescence; normalized: DMSO 0%, desferrioxamine 100%; activation, % at 7.5 µM (by protocol); 300,000 compounds, 0.32% hits; AID 1910;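 active = mean activation of at least 10% of the iron chelator positive control signal, with at least half of replicates also reaching 10%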
# RGS4 act: RGS4 potentiation or activation; 310,000 compounds, 0.92% hits; B-score at 10 µM; HEK293 M3R/inducible RGS4, carbachol calcium flux Fluo4; active compounds read low;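 active = B-score of the integrated calcium signal more than 4 SD below the library mean, with starting fluorescence not abnormally high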;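 note: negative B-score means reduced calcium response which marks RGS4 activation or potentiation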
#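 Assay system: Inducible-RGS4 HEK293 cells carrying M3 receptor | Schedule: Compound preincubation 20 min at room temperature before agonist | Signal: Kinetic calcium fluorescence imaging with Fluo4-AM dye, 2 µM | Read-out basis: B score from integrated fluorescence ratio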
# SKKanGAS inh: SKKanGAS growth inhibition. inhibition, % at 7.5 µM. AID 1662. S. pyogenes SKKanGAS, kanamycin growth, BacTiter-Glo, 6 h. 300,000 compounds, 1.3% hits;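 active = mean replicate score, as percent of positive control median, at least 50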;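 note: strain carries kanamycin resistance gene driven by streptokinase promoter and grows in 40 µg/ml kanamycin; loss of luminescence reflects streptokinase promoter inhibition or plain growth inhibition; 0% = median of DMSO wells and 100% = positive control at its reference dose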
# Platelet DG rel: modulates dense granule release in human platelets; human platelet-rich plasma, SFLLRN dense granule ATP release, luminescence; inhibition, %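 (compounds screened at 7.5 µM in platelet-rich plasma)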; 300,000 compounds, 0.22% hits; AID 1663;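 active = mean replicate score, as percent of positive control, at or above 50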
# TRPC6 act: mouse TRPC6 channel activation; Q61143; HEK293-TRPC6 membrane potential dye fluorescence; active compounds read high; B-score at 10 µM; 310,000 compounds, 0.13% hits; AID 2550;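 active = B-score of the integrated fluorescence ratio above library mean plus 3 SD, and starting fluorescence ratio within library mean plus 5 SD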;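 note: higher score means more depolarization so channel activation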
# Target sequence (Q61143 whole entry, looked up): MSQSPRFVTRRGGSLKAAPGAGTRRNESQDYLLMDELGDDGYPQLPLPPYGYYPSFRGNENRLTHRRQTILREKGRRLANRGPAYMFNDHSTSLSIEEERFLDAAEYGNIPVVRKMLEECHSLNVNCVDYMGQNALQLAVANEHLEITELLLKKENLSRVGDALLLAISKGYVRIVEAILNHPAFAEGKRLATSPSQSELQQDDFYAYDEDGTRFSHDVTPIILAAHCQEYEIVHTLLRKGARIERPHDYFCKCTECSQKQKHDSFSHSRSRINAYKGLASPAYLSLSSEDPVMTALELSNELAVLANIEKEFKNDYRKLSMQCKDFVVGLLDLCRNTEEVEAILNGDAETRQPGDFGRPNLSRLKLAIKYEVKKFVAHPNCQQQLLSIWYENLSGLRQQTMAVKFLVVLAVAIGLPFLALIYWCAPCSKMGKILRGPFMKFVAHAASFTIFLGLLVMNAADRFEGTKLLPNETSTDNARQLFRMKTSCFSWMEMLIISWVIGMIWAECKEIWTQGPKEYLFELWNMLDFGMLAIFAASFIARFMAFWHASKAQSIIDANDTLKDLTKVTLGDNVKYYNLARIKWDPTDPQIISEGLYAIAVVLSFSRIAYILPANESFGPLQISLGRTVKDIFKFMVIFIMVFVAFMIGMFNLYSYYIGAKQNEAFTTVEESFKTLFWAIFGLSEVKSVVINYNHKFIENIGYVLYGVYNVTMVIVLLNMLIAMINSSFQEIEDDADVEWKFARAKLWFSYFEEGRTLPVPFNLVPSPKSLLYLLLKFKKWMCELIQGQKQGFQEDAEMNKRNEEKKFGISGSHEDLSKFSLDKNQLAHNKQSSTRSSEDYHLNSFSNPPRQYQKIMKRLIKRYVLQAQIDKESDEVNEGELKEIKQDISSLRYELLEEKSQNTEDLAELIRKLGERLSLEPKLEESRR
# RGS4 block: human RGS4 inhibition; HEK293 M3R/RGS4 inducible, Fluo-4 calcium flux; active compounds read high; triggered by carbachol at its EC20; B-score at 10 µM; 310,000 compounds, 0.45% hits; AID 463165;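 active = B-score, a plate-corrected calcium signal, over three deviations above library mean, with baseline fluorescence within five deviations of library mean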;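 note: RGS4 expression induced by doxycycline in cells with stable M3 receptor; B-score is computed from the integrated fluorescence ratio over baseline after carbachol; higher B-score means a larger calcium signal and so more RGS4 inhibition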
# TRPC4 inh: inhibitors of mouse TRPC4 channel; HEK293 TRPC4beta/mu-opioid, DAMGO-evoked Fluo4 calcium flux; active compounds read low; B-score at 10 µM; 300,000 compounds, 0.39% hits; Q9QUQ5;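 active = B-score over 3 SD under the library average, no early fluorescence shift, positive overall ratio signal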
#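 material = TRPC4beta/mu-opioid receptor HEK293 cell line | probe or stimulus = sequential submaximal and maximal DAMGO stimulation | compound dosing = one concentration per compound | measured by = Fluo4 Ca2+ flux fluorescence | evaluation = integrated fluorescence ratio relative to baseline, converted to per-well B score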
# MrgX1 antag: blocks BAM8-22 activation of human MrgX1 receptor. 310,000 compounds, 1.3% hits. B-score at 10 µM. MRGX1-HEK293 calcium flux, Fluo-4, BAM8-22 antagonism; active compounds read low. Q96LB2. AID 588676;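 active = calcium-response B-score plate-corrected more than 3 library SD below zero, starting fluorescence within 5 deviations, no agonist response on first addition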;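 note: peak minus trough fluorescence over baseline after final BAM8-22 challenge near maximal dose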
# TRPC6 inhibitor: blocks the mouse TRPC6 cation channel; Q61143; HEK293-TRPC6, membrane potential dye, ACh-evoked depolarization; active compounds read low; B-score at 10 µM; 310,000 compounds, 1.1% hits;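 active = B-score under library mean minus 3 SD, initial fluorescence not abnormally high, positive integrated signal ratio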;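 note: B-score derived from integrated fluorescence ratio over the kinetic read; more negative B-score means stronger inhibition of depolarization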
# * marks the source's active call; other numbers are inactive results; i = inactive; · = not tested or not shown.
compound,MrgX1 PAM,RGS4 act,TRPC6 inhibitor,HIF activator,Platelet DG rel,TRPC4 inh,MrgX1 antag,MrgX1 agonist,SKKanGAS inh,TRPC6 act,RGS4 block
Cc1c(C(=O)NCCN(C)C)oc2ccc(S(=O)(=O)N3CCCC3)cc12,i,i,i,0.0,-3,i,i,i,-16,i,i
COc1cccc(NC(=O)c2cnc(SCC(=O)NCc3ccc4c(c3)OCO4)n(C)c2=O)c1,i,i,i,1.2,3,i,i,i,17,i,i
OCCc1c[nH]c2cc(F)ccc12,i,i,i,-0.2,1,i,i,i,1,i,i
Cc1cc(=O)c2cc3nc(-c4cccnc4)oc3c(Br)c2o1,i,i,i,-14,-6,i,i,i,1,i,i
COC/C=C/C1=CC2=CC(=O)C(C)(OC(=O)c3cnc4ccccc4n3)C(=O)C2=CN1C1CCCC1 (stereo not drawn),i,i,i,0.4,-2,i,i,i,1,i,i
O=C(O)CSc1nnc(-c2ccc3c(c2)OCO3)n1-c1ccccc1,i,i,i,0.6,-2,i,i,i,4,i,i
C[C@H](N)C(=O)N1CCC(C(=O)N[C@@H](Cc2ccccc2)C(=O)Nc2ccc(F)cc2)CC1,i,i,i,0.4,-2,i,i,i,2,i,i
NC(=O)C[N+]1(CC#CC(O)(c2ccccc2)c2ccccc2)CCCC1,i,-12*,i,-0.5,-11,i,i,i,-11,i,i
Fc1ccccc1N1CCN(CCCNc2ccc3nncn3n2)CC1,i,i,i,-0.3,2,i,i,i,-2,i,i
COCCn1c(SCC(=O)N2CCC(C)CC2)nc2c([nH]c3ccccc32)c1=O,i,i,i,-0.2,-10,i,i,i,36,i,i
CCC(=O)Nc1c(-c2ccc(Cl)cc2)c(=O)c2ccccc2n1C,i,i,i,2.9,0,i,i,i,-4,i,i
COc1ccc(NC(=O)CN2CCN(CC(=O)Nc3ccccc3Cl)CC2)cc1Cl,i,i,i,-0.3,17,i,i,i,3,i,i
O=c1[nH]c(/C(Cl)=C/c2c(F)cccc2Cl)nc2cc(Cl)ccc12,i,i,i,0.2,3,i,i,i,19,i,i
COC(=O)c1ccccc1NC(=O)NCc1c(C)nn(C)c1C,i,i,i,·,·,i,i,i,·,i,i
Cc1ccc(Oc2cc(NC(=O)CCCn3nc([N+](=O)[O-])cc3C)cc([N+](=O)[O-])c2)cc1,i,i,i,-0.2,17,i,i,i,23,i,i
CCn1c2c(c3cc(C(=O)O)ccc31)CCCC2=O,i,i,i,-0.2,·,i,i,i,4,i,i
Cc1nc2ccccn2c1C(=O)N/N=C/c1cc(C)n(-c2ccc(Br)cc2)c1C,i,i,i,-0.3,8,i,i,i,23,i,i
CS(=O)(=O)N(Cc1ccc(C(=O)NC2CCCCC2O)cc1)c1ccccc1 (stereo not drawn),i,i,i,0.0,2,i,i,i,-2,i,i
O=C1CCC([N+](=O)[O-])C(c2cc3c(cc2Br)OCO3)N1 (stereo not drawn),i,i,i,-0.2,-2,i,i,i,6,i,i
COc1ccccc1CNC(=O)C1CCN(S(=O)(=O)N2CC(C)CC(C)C2)CC1 (stereo not drawn),i,i,i,-0.5,18,i,i,i,-2,i,i
COc1ccc(CCNC(=O)C(=O)NCc2cccs2)cc1OC,i,i,i,·,-5,i,i,i,3,i,i
O=C(Nc1nncs1)c1cccc(S(=O)(=O)N2CCCC2)c1,i,i,i,-1.2,-1,i,i,i,4,i,i
COc1ccc(-c2nc(SC(CC(=O)NCCN3CCOCC3)c3cccs3)n[nH]2)cc1 (stereo not drawn),i,i,i,-0.7,-1,i,i,i,10,i,i
O=c1[nH]c(/C=C\c2ccc(O)c(Cl)c2)nc(O)c1[N+](=O)[O-],i,i,i,1.2,-2,i,i,i,4,i,i
Cc1ccc2oc(C(F)(F)C(F)F)cc(=O)c2c1,i,i,i,0.1,-9,i,i,i,-14,i,i
CCCCCOc1ccc(N2C(=O)C3C4C=CC(C3C2=O)N(C)C4=O)cc1 (stereo not drawn),i,i,i,1.0,6,i,i,i,5,i,i
COc1cccc(/C=N/NC(=O)C(=O)N2CCCC2)c1OC,i,i,i,0.2,13,i,i,i,-5,i,i
CCCOc1ccc(C2C(C(=O)c3ccc(C)o3)=C(O)C(=O)N2Cc2ccco2)cc1 (stereo not drawn),i,i,i,-1.1,8,i,i,i,19,i,i
CCOC(=O)c1ccc(CC(=O)c2ccc(O)cc2O)o1,i,i,i,3.8,-1,i,i,i,6,i,i
Cc1ccc(S(=O)(=O)Cc2cc(F)c([N+](=O)[O-])cc2[N+](=O)[O-])cc1,i,i,i,-31,-6,i,i,i,6,i,i
CCOC(=O)Cc1nnc2c(Nc3ccc(C)cc3)nc3nonc3n12,i,i,i,-1.6,-5,i,i,i,12,i,i
NNC(=O)c1ccc(-c2cccc([N+](=O)[O-])c2)o1,i,i,i,1.7,-6,i,i,i,-15,i,i
CC1(C)Cc2c(cnn2-c2cccc(F)c2)C(NC(=O)c2cc[n+]([O-])cc2)C1 (stereo not drawn),i,i,i,0.3,-4,i,i,i,-6,i,i
Cc1ccccc1NC(=O)c1ccc([N+](=O)[O-])o1,i,i,i,0.8,-11,i,i,i,8,i,i
CCC(=O)Nc1cccc(NC(C)=O)c1,·,i,i,-0.2,-1,i,·,·,-3,i,i
Cc1csc2ncnc(NNC(=O)c3ccc(Cl)cc3)c12,i,i,i,0.2,9,i,i,i,-3,i,i
O=C(Nc1ccc(Cl)cc1C(=O)N1CCCCC1)c1ccco1,i,i,i,0.8,-23,i,i,i,-3,i,i
S=C(NCc1cccs1)NCC1CCCO1 (stereo not drawn),·,i,i,1.8,-13,i,·,·,-11,i,i
CCOC(=O)C(C)c1nn(C)c(=O)c2ccccc12 (stereo not drawn),i,i,i,0.1,-1,i,i,i,-6,i,i
CCc1ccc(N2CC(C(=O)Nc3nnc(CC)s3)CC2=O)cc1 (stereo not drawn),i,i,i,-0.1,-5,i,i,i,-9,i,i
COCCCNC(=O)CN1C(=O)/C(=C/c2ccccc2C)Sc2ccccc21,i,i,i,-0.4,-5,i,i,i,-14,i,i
Cc1occc1C(=O)NNC(=O)c1ccccc1[N+](=O)[O-],i,i,i,0.1,5,i,i,i,-1,i,i
O=C(NCc1ccccc1)C1Nc2ccc(OC(F)(F)F)cc2C2C=CCC12 (stereo not drawn),i,i,i,-0.5,-5,i,i,i,7,i,i
CC(C)(C)OC(=O)N1CCCC1C(=O)O (stereo not drawn),i,i,i,-0.2,1,i,i,i,-1,i,i
CCCCCOc1ccc(/C=c2\sc3nc(=O)c(-c4ccccc4)nn3c2=O)cc1OC,i,i,i,-0.1,-16,i,i,i,16,i,i

# 2 successive records from above, for reference:
compound,MrgX1 PAM,RGS4 act,TRPC6 inhibitor,HIF activator,Platelet DG rel,TRPC4 inh,MrgX1 antag,MrgX1 agonist,SKKanGAS inh,TRPC6 act,RGS4 block
CCOC(=O)Cc1nnc2c(Nc3ccc(C)cc3)nc3nonc3n12,i,i,i,-1.6,-5,i,i,i,12,i,i
NNC(=O)c1ccc(-c2cccc([N+](=O)[O-])c2)o1,i,i,i,1.7,-6,i,i,i,-15,i,i

# Later entries
compound,MrgX1 PAM,RGS4 act,TRPC6 inhibitor,HIF activator,Platelet DG rel,TRPC4 inh,MrgX1 antag,MrgX1 agonist,SKKanGAS inh,TRPC6 act,RGS4 block
Cc1ccc(OCCCn2c(=O)oc3ccccc32)cc1,i,i,i,2.1,4,i,i,i,5,i,i
COc1cc(/C=C/C(=O)OCC(=O)Nc2c(C)n(C)n(-c3ccccc3)c2=O)ccc1O,i,i,i,-0.1,3,i,i,i,-3,i,i
CC(C)NC(=S)N1CCN(c2ncccn2)CC1,i,i,-5.4*,-0.8,-1,i,i,i,0,i,i
O=C1OC(c2ccc(F)cc2)=C/C1=C\c1ccc(O)cc1,i,i,i,1.4,3,i,i,i,13,i,i
COc1c2occc2c(OC)c2c(=O)cc(C(F)(F)F)oc12,i,i,i,-0.7,-4,i,i,i,-2,i,i
c1ccc(-n2cnc3cc(NCc4ccncc4)ccc32)cc1,i,i,i,0.1,5,i,i,i,5,i,i
Cc1cc(C)c(C)c(S(=O)(=O)N2CCN(CC(=O)NC(=O)NCc3ccccc3)CC2)c1C,i,i,i,-0.1,2,i,i,i,-1,i,i
CCN(CC)CCNC(=O)c1cn(CC)c2ccc(S(=O)(=O)N3CCOCC3)cc2c1=O,i,i,i,-0.3,-2,i,i,i,1,i,i
Cc1ccc(C(=O)NNC(=O)c2ccc(-n3cncn3)c([N+](=O)[O-])c2)cc1,i,i,i,-0.5,4,i,i,i,-4,i,i
CC(C)(C)c1ccc(S(=O)(=O)N2CCc3nc4ccccc4c(C(=O)O)c3C2)cc1,i,i,i,-4.1,0,i,i,i,3,i,i
COc1ccc(NC(=O)Nc2cccnc2)cc1,i,i,i,2.8,8,i,i,i,1,i,i
Cc1nccc(-c2ccc3c(c2)OCO3)n1,i,i,i,-0.1,-1,i,i,i,0,i,i
COc1cccc(/C=N/n2c(SC)nnc2-c2ccccc2)c1OC,i,i,i,-0.2,2,i,i,i,0,i,i
Cc1cccc(NC(=S)N2CCCC(c3nc4ccccc4[nH]3)C2)c1 (stereo not drawn),i,i,i,0.8,5,i,i,i,0,i,i
CCOC(=O)/C(C#N)=C(/C)c1ccc(OC)cc1,i,i,i,0.1,-3,i,i,i,-2,i,i
CCCC(=O)c1c(NC)cc(C)oc1=O,i,i,i,0.4,5,i,i,i,5,i,i
Cc1cc(=O)[nH]c(SCC(=O)NC2CCCCC2)n1,i,i,i,0.1,0,i,i,i,1,i,i
CC(=O)NC12CC3CC(C1)CC(C(=O)N(C)CC(=O)Nc1ccccc1Cl)(C3)C2,i,i,i,-0.1,-13,i,i,i,2,i,i

# Bioassay records as filed in PubChem BioAssay.
